# Source: PubChem (National Center for Advancing Translational Sciences (NCATS))
# Tau fluor counter: counter-screen for tau fibril formation inhibitors; tau K18 P301L Alexa594 fluorescence, heparin fibrillization; Potency, µM (doses to about 57.7 µM), for the others: at the highest dose activity change, negative = decrease; 0.93% of 280,000 active; further: on the % scale 0 is the no-effect control and ±100 the full control effect; nearly all actives have a fitted effect of over 55% in size
#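 Human tau K18 P301L (15 uM unlabeled, 0.24 uM Alexa 594-labeled) in 100 mM sodium acetate pH 7 with 20 uM heparin, 6 hr at 37 C. ThT 30 uM added, 1 hr ambient; Alexa 594 FP and total fluorescence read at 555/632 nm.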
# GAA glycogen: inhibitors or activators of human alpha-glucosidase glycogen cleavage; recombinant GAA, glycogen substrate, Amplex Red glucose oxidase fluorescence; Potency, µM (highest dose often 76.4 µM), for the others: at the top dose activity change, negative = inhibition, actives largely listed as inhibitors; 0.38% of 300,000 active;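 further: 0% = full enzyme reaction and -100% = no-enzyme basal signal; the screen sought inhibitors and activators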
#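 Recombinant human alpha-glucosidase (4 nM final) hydrolysed bovine liver glycogen (30 ug) for 40 min at 37 C in pH 5.0 citrate/phosphate with 0.01% Tween-20. Released glucose detected by glucose oxidase/Amplex Red, Ex 573/Em 610 nm. Compounds up to 77 uM; AC50 from Hill fits.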
# Epigenetic reg: regulators of epigenetic silencing causing reporter derepression in mouse cells; Potency, µM (series often up to 53.9 µM), inactives show at the top dose GFP activation, usual class: activators; murine LDR cells, GFP reporter derepression, 30 h; 0.2% of 280,000 active; further: % of control where 0% means no effect; nearly all actives have a fitted effect of over 60% in size
#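 GFP-positive cell count by laser-scanning cytometry (objects 20–120 um) after 30 h, 37 C compound exposure of murine LDR cells; reporter is CMV-GFP integrated at a silenced locus, inducible by HDAC or DNMT inhibitors.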
# aGal spleen mod: inhibitors or activators of human alpha-galactosidase in spleen homogenate | P06280 | human spleen homogenate, 4MU-alpha-Gal fluorescence, 40 min | Potency, µM (titrated, usually from 80 µM), for the others: at the highest dose activity change, negative = inhibition, most hits filed as inhibitors | 0.008% of 240,000 active;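 further: 0% = enzyme with vehicle and -100% = no enzyme basal signal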
# Target sequence (P06280 32-429 limits assumed): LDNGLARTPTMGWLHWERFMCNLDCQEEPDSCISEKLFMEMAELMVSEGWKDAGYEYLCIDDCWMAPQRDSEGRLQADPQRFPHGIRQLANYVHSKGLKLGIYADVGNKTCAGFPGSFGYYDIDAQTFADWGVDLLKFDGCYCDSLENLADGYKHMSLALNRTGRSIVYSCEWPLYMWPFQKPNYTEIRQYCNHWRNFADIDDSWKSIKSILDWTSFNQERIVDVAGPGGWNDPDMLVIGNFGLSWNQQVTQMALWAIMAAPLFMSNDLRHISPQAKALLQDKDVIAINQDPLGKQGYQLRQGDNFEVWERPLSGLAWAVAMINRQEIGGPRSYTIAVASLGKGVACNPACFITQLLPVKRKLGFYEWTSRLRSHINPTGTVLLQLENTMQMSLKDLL
#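 Human spleen homogenate (1 ug) was the enzyme source, with 4-methylumbelliferyl-alpha-D-galactopyranoside (1 mM final) in pH 5.0 citrate buffer with 0.01% Tween-20. Compounds were titrated; after 40 min at 37C, NaOH/glycine stop, 4-MU fluorescence read; AC50 from Hill fits.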
# NPSR antagonist: blocks cAMP signaling of the human neuropeptide S receptor; Q6W5P4; CHO-NPSR cells, cAMP TR-FRET, antagonist mode; Potency, µM (titrated, usually from 38.3 µM), inactives show top-dose activity change, negative = inhibition, usual class: inhibitors; 1% of 220,000 active; AID 1461; further: on the % scale 0 is the no-effect control and ±100 the full control effect; nearly all actives have a fitted effect of over 50% in size; many of its hits are not listed in these tables
# ALDH1A1 inh: blocks purified human ALDH1A1 activity; 7.3% of 220,000 active; Purified ALDH1A1, NADH fluorescence, propionaldehyde substrate; P00352; Potency, µM (series often up to 75.3 µM), for the others: at the top dose activity, negative = inhibition, actives largely listed as inhibitors; active means well fitted inhibition curve with a large enough effect, not every such curve was filed as active; inconclusive means small, poorly fitted or top-dose-only effect, or another doubt; inactive means no such curve, though single readings can be large or run the other way;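 further: plate controls were no enzyme wells and a reference inhibitor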
# Target sequence (P00352 whole entry, looked up): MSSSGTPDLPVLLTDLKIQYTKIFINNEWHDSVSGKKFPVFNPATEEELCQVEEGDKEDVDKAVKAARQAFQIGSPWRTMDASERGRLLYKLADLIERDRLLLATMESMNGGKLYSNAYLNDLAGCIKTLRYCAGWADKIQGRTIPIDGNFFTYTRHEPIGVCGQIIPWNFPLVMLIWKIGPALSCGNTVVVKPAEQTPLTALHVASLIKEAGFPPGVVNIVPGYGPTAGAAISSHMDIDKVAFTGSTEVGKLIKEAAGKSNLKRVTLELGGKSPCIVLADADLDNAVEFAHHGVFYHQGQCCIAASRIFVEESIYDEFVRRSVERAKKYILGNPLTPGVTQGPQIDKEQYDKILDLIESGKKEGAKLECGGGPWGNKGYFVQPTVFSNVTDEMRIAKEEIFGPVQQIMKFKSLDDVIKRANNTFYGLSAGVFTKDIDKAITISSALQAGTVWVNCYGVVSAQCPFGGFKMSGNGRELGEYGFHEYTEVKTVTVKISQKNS
# GAA inhib: inhibitors of human lysosomal alpha-glucosidase. purified human GAA, 4-MU-alpha-glucoside fluorescence. Potency, µM (series often up to 76.9 µM), for the others: at the top dose activity change, negative = inhibition, actives largely listed as inhibitors. 0.005% of 200,000 active. AID 1466;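 further: plate controls were uninhibited enzyme wells for no effect and no-enzyme background for full effect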
#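 Enzyme (4 nM final) mixed with compound (up to 77 uM), then 4-MU-alpha-D-pyranoside (400 uM final) added; 20 min at room temperature, pH 5.0. Reaction stopped at pH 10, fluorescence read, AC50 derived by Hill fit.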
# GAA spleen mod: lysosomal alpha-glucosidase (human) modulation | 0.006% of 240,000 active | human spleen homogenate, 4-MU-alpha-glucoside fluorescence | P10253 | AID 2112 | Potency, µM (doses to about 79.9 µM), for inactives: at the highest dose activity change, negative = inhibition, actives largely listed as inhibitors;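 further: 0% = enzyme with vehicle and -100% = no enzyme basal signal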
#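 Enzyme source: human spleen homogenate, 1 ug/well. Buffer 50 mM citric acid/K phosphate pH 5.0, 0.01% Tween-20. 4-MU-alpha-glucoside 1 mM; 37 C x 40 min; NaOH/glycine stop; fluorescence.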
# * marks the source's active call; other numbers are inactive results; ? = inconclusive; . = no result given; [ ] = another dose, or the depositor's remark. Unless noted, the call rests on the fitted dose curve; in most records, active means well fitted curve in the direction sought with a large enough effect; inconclusive means small, poorly fitted or top-dose-only effect, or another doubt; inactive means no such curve, though single readings can be large; an effect the other way counts as inactive or inconclusive. Potency means the concentration at half of the fitted maximal effect. These rows are one share of the data; rates above refer to the full screens.
SMILES,Tau fluor counter,GAA glycogen,Epigenetic reg,aGal spleen mod,NPSR antagonist,ALDH1A1 inh,GAA inhib,GAA spleen mod
O=C(NC1(C(F)(F)F)NC(=O)N(Cc2ccccc2)C1=O)c1cccnc1 (stereo unspecified),-8%,1%,-1.8%,-10%,-4%[46.1 µM],0%,?,-6%
COc1ccc(OC)c(S(=O)(=O)NCCc2cn3ccsc3n2)c1,-1%,-2%,0.0%,2%,-5%[46.1 µM],-5%,-3%,-5%
CCNc1nc(NCC)nc(OCCOC(C)=O)n1,2%,-2%,0.0%,0%,7%[46.1 µM],-9%,4%,-3%
Cc1sc2nc(CN3CCCCC3)nc(Cl)c2c1C,-2%,14%,0.0%,7%,-25%[46.1 µM],-1%,1%,-1%
Cc1ccccc1CC1(CO)CCCN(Cc2ccc3c(c2)OCCO3)C1 (stereo unspecified),-4%,15%,-0.2%,-1%,6%,10%,.,-19%
COc1cccc(/C=N/NC(=O)c2nc(-c3ccccc3)cc(-c3ccccc3)n2)c1O,-23%,11%,0.0%,19%,-5%,?,-1%,-7%
COC(=O)c1ccc(NC(=O)CCn2cccc2)cc1,-9%,13%,-0.2%,1%,-2%[46.1 µM],0%,-12%,8%
CCOC(=O)c1sc(NC(=O)CCC(=O)O)nc1C,0%,-12%,3.7%[10.1 µM],7%,12%,2%,7%,-2%
Cc1ccc(C)c(NC(=S)NNC(=O)c2csc(C)c2)c1,3%,0%,-2.0%,0%,6%,?,-1%,-3%
CCOc1cc(CNc2ncc(-c3ccc(OC)cc3)n2C)ccc1O,-19%,22µM*,0.0%,3%,-19%[46.1 µM],14µM*,-2%,-4%
Cc1nn(CC#N)c(=O)n1N(C)c1ncc(C(F)(F)F)cc1Cl,-3%,-5%,-7.8%,-1%,8%,1%,-1%,.
CC(C)=CCC/C(C)=C/CO/N=C1/C[C@@H](O)[C@@H](O)[C@@H]2[C@H]3C(=O)N(c4ccc(F)cc4F)C(=O)[C@@H]3CC[C@H]12,-6%[11.6 µM],.,0.0%[10.1 µM],-3%[17.5 µM],.,-11%[13.5 µM],.,-3%[17.4 µM]
Cc1cc(-c2c(C)n([O-])c(C)c(C)[n+]2=O)ccc1F,2%,-23%,-0.2%,-3%,-10%[46.1 µM],14%,3%,4%
CCc1ccc(Nc2nnc(SCC(=O)N(C)CC(=O)Nc3ccccc3CC)s2)cc1,-5%,0%,0.0%,-4%,7%,-9%,5%,2%
Cc1oncc1-c1csc(-c2ccccc2Cl)n1,-6%,11%,-3.1%,-1%,0%,5%,-2%,3%
CC(=O)c1cccc(NC(=O)Cn2cc3c(n2)CCCC3)c1,-2%,-15%,-4.8%,4%,2%[46.1 µM],?,?,3%
O=C(NCCOC(=O)C1COc2ccccc2O1)c1cccnc1 (stereo unspecified),-8%,1%,0.0%,-4%,-14%[46.1 µM],4%,-17%,-3%
Cc1nnc(NCCc2ccccc2)[nH]c1=O,5%,3%,-0.7%,4%,-4%[46.1 µM],2%,-5%,5%
COc1ccc(S(=O)(=O)N2CCCCC2)cc1NC(=O)c1ccc2ccccc2n1,?,7%,1.5%,3%,-6%,-10%,-2%,-11%
O=C1NC[C@H](Cc2ccc(O)cc2)N(CC2CCCCC2)C1=O,13%,2%,2.9%,-1%,7%,.,.,-13%
COc1ccc(N2CCN(CC(=O)Nc3nnc(-c4ccccc4)s3)CC2)cc1,-15%,-1%,-0.8%,0%,-13%[46.1 µM],2%,1%,4%
COc1ccc(C(=O)n2nc(-c3ccco3)nc2SC)cc1OC,2%,2%,0.0%,0%,-16%[46.1 µM],28µM*,-1%,1%
O=c1c2ccccc2nc(SCc2ccc([N+](=O)[O-])cc2)n1-c1ccc(Cl)cc1,-1%,5%,0.0%,11%,-17%[46.1 µM],10%,-5%,0%
Cc1ccc(S(=O)(=O)[N-]c2nc3ccccc3nc2-[n+]2cc(C)cc(C)c2)cc1,1%,6%,-1.0%,5%,9%,.,.,-1%
CCN(CC)S(=O)(=O)c1ccc(-c2csc(C)n2)cc1,-1%,-9%,0.5%,6%,23%,25µM*,-6%,5%
SMILES,Tau fluor counter,GAA glycogen,Epigenetic reg,aGal spleen mod,NPSR antagonist,ALDH1A1 inh,GAA inhib,GAA spleen mod
O=C(O)CSCC(=O)N1CCCN(c2nc3ccc(Cl)cc3s2)CC1,-5%,3%,1.1%,1%,-8%,.,.,2%
O=C1/C(=C/c2cccnc2)CC/C1=C\c1cccnc1,0%,3%,-2.1%,-21%,-21%,-5%,-3%,-12%
O=c1[nH]cnc2sc3c(c12)CCC3,-12%,0%,0.1%,4%,?,.,.,4%
CC(C)C(=O)NC(=O)[C@@H]1CCCN1C(=O)/C=C/c1ccccc1,-1%,5%,-1.8%,-19%,11%,2%,3%,-4%
Oc1oc(-c2cccc3ccccc23)nc1/C=N/c1nccs1,-22%,13%,-1.0%,-10%,-19%,9%,-9%,0%
O=C1C2CC=CCC2C(=O)N1c1cccc(OS(=O)(=O)c2ccc3ccccc3c2)c1 (stereo unspecified),?,-3%,-3.3%,-5%,-29%[46.1 µM],?,-1%,-3%
CCN1CCN(S(=O)(=O)c2ccc(Cl)c(C(=O)NC(C)(C)C)c2)CC1,4%,-6%,-3.5%,1%,22%,7%,0%,-7%
CCc1ccc(/C=N/NC(=O)c2cc(-c3cccc([N+](=O)[O-])c3)n[nH]2)cc1,?,4%,3.0%,-5%,1%,.,.,-2%
O=C(NC1CS(=O)(=O)CC1NCc1ccccc1)c1ccccc1 (stereo unspecified),-1%,14%,0.4%,-5%,-24%[46.1 µM],4%,-4%,-9%
Cc1cccc2cc(CN(Cc3cccs3)C(=S)NCc3ccco3)c(=O)[nH]c12,?,-14%,0.0%,2%,-25%,?,-4%,1%
CCCNC(=O)c1nnsc1Sc1ccc(Cl)cc1,-13%,12%,-0.2%,7%,-12%,-5%,2%,8%
CCC(=O)Nc1ccc(Cl)c(NC(=O)c2c(OC)cccc2OC)c1,4%,0%,-0.1%,1%,20%,6%,4%,-7%
CC(=O)Nc1ccn(Cc2c(F)cccc2Cl)n1,7%,1%,2.2%,2%,-6%[46.1 µM],11%,-1%,2%
CCOc1ccc(NC(=O)c2ccco2)c([N+](=O)[O-])c1,-7%,12%,0.0%,-2%,9%,1%,2%,-2%
CSc1ccc(C(=O)C2CCCN(C(=O)c3ccsc3)C2)cc1 (stereo unspecified),-9%,5%,1.2%,-5%,-25%,5µM*,?,-4%
Cc1cc(C)cc(NC(=O)CCC(=O)Nc2cc(C)on2)c1,4%,-3%,-0.8%,6%,12%[46.1 µM],-3%,2%,6%
O=C(Nc1ncccn1)c1cc([N+](=O)[O-])cc([N+](=O)[O-])c1,8%,6%,0.0%,-1%,15%,5%,-1%,-12%
Cc1ccc(C)c(NC(=O)C(C)CC2COCCO2)c1 (stereo unspecified),-8%,5%,-1.8%,1%,-1%[46.1 µM],-2%,-8%,0%
Cc1ccc(-c2nnc(N3CCCCC3)c3ccccc23)cc1S(=O)(=O)NCC1CCCO1 (stereo unspecified),-7%,-14%,0.0%,1%,-22%[46.1 µM],?,-18%,-6%
O=C1CC(NCc2cccs2)C(=O)N1c1ccc(Cl)cc1 (stereo unspecified),-13%,4%,3.9%,4%,3%[46.1 µM],?,3%,4%
CCc1c(C)nc2cc(-c3ccc(OC)cc3)[nH]n2c1=O,-3%,9%,-0.7%,-8%,-5%[46.1 µM],?,1%,-7%
N#Cc1ccc(C(=O)Nc2cccc3cccnc23)c(F)c1,-5%,-17%,0.0%,3%,-22%,-2%,-4%,-5%
CN1/C(=C\C=N\O)C(C)(C)c2ccccc21,1%,-27%,1.6%,-4%,10%,-5%,-1%,-9%
CCOc1ccc2nc(NC(=O)CSc3nnc(-c4ccncc4)n3CC3CCCO3)sc2c1 (stereo unspecified),-10%,2%,-2.0%,3%,-2%[46.1 µM],?,2%,0%
CCc1nc2ccccc2c(C(=O)OC2CCOC2=O)c1C (stereo unspecified),-1%,-21%,0.4%,1%,-11%[46.1 µM],-4%,-4%,2%

# One compound at a time (already shown):
# CCOc1ccc(NC(=O)c2ccco2)c([N+](=O)[O-])c1 across the screens: Tau fluor counter = -7%; GAA glycogen = 12%; Epigenetic reg = 0.0%; aGal spleen mod = -2%; NPSR antagonist = 9%; ALDH1A1 inh = 1%; GAA inhib = 2%; GAA spleen mod = -2%
# CN1/C(=C\C=N\O)C(C)(C)c2ccccc21 across the screens: Tau fluor counter = 1%; GAA glycogen = -27%; Epigenetic reg = 1.6%; aGal spleen mod = -4%; NPSR antagonist = 10%; ALDH1A1 inh = -5%; GAA inhib = -1%; GAA spleen mod = -9%

# New compounds follow.
SMILES,Tau fluor counter,GAA glycogen,Epigenetic reg,aGal spleen mod,NPSR antagonist,ALDH1A1 inh,GAA inhib,GAA spleen mod
Cc1ccc(Oc2nn[nH]n2)cc1,2%,-9%,0.0%,-3%,-15%[46.1 µM],6%,?,-8%
Cc1nn(Cc2ccc(Cl)c(Cl)c2)c(C)c1NC(=O)c1cc(-c2ccco2)on1,-8%,-2%,0.8%,-6%,?,?,-2%,-11%
O=C(Nc1cccnc1)c1cc(F)cc(F)c1,-6%,1%,-1.0%,4%,7%[46.1 µM],7%,-3%,0%
CCCCCOC(=O)Cn1c(N2CCOCC2)nc2c1c(=O)[nH]c(=O)n2C,-4%,-1%,-1.3%,2%,-1%[46.1 µM],5%,-1%,1%
Cn1c(CNC(=O)Nc2ccccc2)nnc1SCc1ccccc1,-6%,7%,2.9%,-1%,6%[46.1 µM],-4%,?,-4%
CCOCC(=O)Nc1ccc(Br)c(C)c1,-10%,-7%,-0.7%[10.1 µM],-2%,5%,14µM*,12%,-20%
CC(C)c1ccc2oc(-c3ccc(N)cc3)nc2c1,?,-7%,0.9%,3%,-21%[46.1 µM],?,5%,3%
CNC(=O)c1ccsc1NC(=O)c1ccccc1,-7%,3%,1.3%,4%,9%,.,.,2%
Cc1ccccc1S(=O)(=O)Cc1ccc(C(=O)NCc2cccnc2)o1,8%,6%,-6.3%,7%,7%[46.1 µM],14µM*,-10%,9%
CCN(Cc1ccccc1)C(=O)c1ccc(Cl)cc1[N+](=O)[O-],-9%,10%,-2.2%,1%,-5%,-7%,-3%,.
